N370S GC = qHTS Assay for Inhibitors and Activators of N370S glucocerebrosidase as a Potential Chaperone Treatment of Gaucher Disease. Potency, µM (highest dose often 59.4 µM), for inactives: at the top dose activity change, negative = inhibition, actives largely listed as inhibitors. N370S GC spleen homogenate, 4MU-glucoside fluorescence. Lysosomal acid glucosylceramidase (Homo sapiens), P04062. 330,000 compounds, 0.092% hits;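 further: 0% = full enzyme activity and -100% = no enzyme basal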
FEN1 inh = qHTS Assay for the Inhibitors of Human Flap endonuclease 1 (FEN1); P39748; Recombinant FEN1 flap cleavage, fluorescence, 15 min; Potency, µM (top dose mostly 114 µM), inactives show at the highest dose activity change, negative = inhibition, actives largely listed as inhibitors; 390,000 compounds, 0.35% hits; AID 588795, 2011; further: nearly all actives have a fitted effect of over 65% in size
Target sequence (P39748 whole entry, looked up): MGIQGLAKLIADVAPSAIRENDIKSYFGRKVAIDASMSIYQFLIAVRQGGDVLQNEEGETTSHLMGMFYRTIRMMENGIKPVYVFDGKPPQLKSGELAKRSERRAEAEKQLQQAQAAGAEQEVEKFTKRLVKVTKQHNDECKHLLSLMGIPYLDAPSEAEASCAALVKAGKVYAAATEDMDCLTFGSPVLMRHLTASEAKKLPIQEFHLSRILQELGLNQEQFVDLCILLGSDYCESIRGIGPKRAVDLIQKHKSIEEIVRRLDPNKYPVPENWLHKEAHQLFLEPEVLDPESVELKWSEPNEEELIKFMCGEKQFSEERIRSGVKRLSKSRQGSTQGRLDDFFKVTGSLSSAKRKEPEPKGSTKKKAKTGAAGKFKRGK
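Nuclease activity of 10 nM FEN1 was measured after 15 min of room-temperature exposure to titrated compounds, by adding 50 nM flap substrate and reading plates at 0 and 15 min.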
KAT2A inh = qHTS Assay for Inhibitors of GCN5L2 | Histone acetyltransferase KAT2A (Homo sapiens), Q92830 | GCN5L2 HAT assay, ThioGlo1 CoA-SH fluorescence | Potency, µM (titrated, usually from 58.9 µM), for inactives: at the highest dose activity change, negative = inhibition, hits mostly inhibitors | 390,000 compounds, 0.21% hits | AID 504327, 2011
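Compounds, pin-transferred from DMSO stocks, meet 20nM GCN5L2 for 15 min before the reaction begins with H3(1-25) peptide (75uM) and acetyl-CoA (70uM). Thiol-reactive ThioGlo1 reports CoA release over 20 min at room temperature.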
* marks the source's active call; other numbers are inactive results; ? = inconclusive; · = no result given; & = joins results of further samples; ! = not active in a repeat; [ ] = another dose, or the depositor's remark. The call rests on the fitted dose curve; in most records, active means well fitted curve in the direction sought with a large enough effect; inconclusive means small, poorly fitted or top-dose-only effect, or another doubt; inactive means no such curve, though single readings can be large; an effect the other way counts as inactive or inconclusive. Unless noted, on the % scale 0 is the no-effect control and ±100 the full control effect; potency means the concentration at half of the fitted maximal effect.

N370S GC,FEN1 inh,KAT2A inh,SMILES
8.3%,50.1µM*!,0.5%,CN(C)c1ccc(/C=C/c2nc3ccccc3s2)cc1
-0.8%,0.9%,1.0%,COc1ccc(NC(=O)C(=O)NCCC2=CCCCC2)c(OC)c1
?,-21.5%,-3.1%,Cc1cc(C)n(CC(=O)N2c3ccccc3Sc3ccc(C(F)(F)F)cc32)n1
-7.2%,-1.7%,-5.2%,Cn1cccc1/C=N/NC(=O)c1ccc(OC(F)(F)C(F)F)cc1
13.9%,?,-1.4%,CC(C)(C)OC(=O)[C@H](Cc1ccccc1)NC(=O)c1nc[nH]c1C(=O)N[C@@H](Cc1ccccc1)C(=O)OC(C)(C)C
-22.5%,3.5%,-8.5%,N#C/C(=C\C=C\c1ccccc1[N+](=O)[O-])C(=O)NC1CCCCC1
5.5%,10.4%,-15.0%,COc1ccc2c(C)cc3n[nH]c(=S)n3c2c1
-22.2%,?,-3.7%,O=C(NCCN=C1NS(=O)(=O)c2ccccc21)c1ccc(S(=O)(=O)N2CCOCC2)cc1
1.9%,6.1%,-5.3%,CCN(CC)c1ccc(S(=O)(=O)N2CCOCC2)cc1NC(=O)CSc1nncs1
0.0%,18.7%,?,Cc1cccc(OCC(=O)N(Cc2ccc(C)o2)C2CCS(=O)(=O)C2)c1 (stereo not drawn)
-6.5%,-5.7%,-4.1%,CC(C)(C)n1nc2c(c1NC(=O)c1cc([N+](=O)[O-])ccc1Cl)CS(=O)(=O)C2
·,-21.2%,-15.8%,Cc1cccc(C)c1NC(=O)COC(=O)/C=C/c1ccc(S(=O)(=O)N2CCOCC2)cc1
-1.4%,-9.6%,-6.1%,CCCNC(=O)c1onc(CSc2ccc(F)cc2)c1C(=O)NC(C)C
1.5%,3.7%,-5.8%,O=C(Nc1nccs1)c1ccc([N+](=O)[O-])cc1
4.3%,3.7%,0.6%,Cc1cc(C)nc(N2CCN(C(=O)CCC(=O)Nc3nnc(C(C)C)s3)CC2)n1

Entries of single compounds, looked up by structure. Order of values: N370S GC, FEN1 inh, KAT2A inh
`COc1ccc(NC(=O)C(=O)NCCC2=CCCCC2)c(OC)c1` is entered as -0.8%, 0.9%, 1.0%
`CC(C)(C)n1nc2c(c1NC(=O)c1cc([N+](=O)[O-])ccc1Cl)CS(=O)(=O)C2` is entered as -6.5%, -5.7%, -4.1%
`Cc1cccc(C)c1NC(=O)COC(=O)/C=C/c1ccc(S(=O)(=O)N2CCOCC2)cc1` is entered as ·, -21.2%, -15.8%
`COc1ccc2c(C)cc3n[nH]c(=S)n3c2c1` is entered as 5.5%, 10.4%, -15.0%
`CN(C)c1ccc(/C=C/c2nc3ccccc3s2)cc1` is entered as 8.3%, 50.1µM*!, 0.5%

Going on with the list:
N370S GC,FEN1 inh,KAT2A inh,SMILES
-2.3%,0.9%,-20.1%,CCN(Cc1ccncc1)C(=O)CSc1ccc2ccccc2c1
1.1%,-1.1%,-8.1%,CCn1c(O)c(N=NC(=O)c2cccnc2)c2cc(Br)ccc21
8.4%,9.2%,-4.1%,O=C(NCc1cccnc1)c1cccnc1Sc1ccc(Cl)cc1
-10.6%,-1.1%,-11.0%,COc1ccc(N2CCN(C(=O)c3ccc(NS(=O)(=O)c4ccc(F)c(F)c4)cc3)CC2)cc1
-22.3%,6.7%,-7.2%,O=C(Cn1nc(-c2ccccc2F)ccc1=O)NCc1ccc2c(c1)OCO2
-6.7%,9.2%,-6.3%,O=C(NC1CCN(Cc2ccccc2)C1)c1cc(COc2ccc(F)cc2F)on1 (stereo not drawn)
-7.1%,2.6%,-7.3%,O=C(CCn1nc(-c2ccc(Cl)cc2)ccc1=O)N1CCOCC1
·,-17.6%,-18.9%,COc1ccc(N2CCN(C(=O)c3cn(C4CCCCC4)c(=O)c4c3c3ccccc3n4C)CC2)cc1
10.4%,0.9%,-15.2%,O=C(CSc1nc(Cc2ccccc2)nc2ccccc12)Nc1ccc2c(c1)OCCO2
-3.9%,17.8%,-3.1%,COc1ccccc1NC(=S)NCC1CCC(CNC(=S)Nc2ccccc2OC)CC1 (stereo not drawn)
-1.4%,0.7%,0.6%,Cc1ccccc1-n1c(=O)cc(N2CCN(Cc3ccccc3)CC2)[nH]c1=O
-12.6%,-3.5%,5.5%,COc1cccc(NC(=O)CN(C)C(=O)c2cccc(S(=O)(=O)N3CCN(c4ccc(F)cc4)CC3)c2)c1
12.6%,6.5%,-12.6%,Cc1cc(Oc2ccc(Br)cc2)nc(SCC(=O)c2ccccc2)n1
-3.5%,15.8%,1.9%,Cc1ccc(N=c2c([N+](=O)[O-])nn(-c3ccc4c(c3)OCCO4)n2O)cc1F
-4.6%,3.5%,-3.3%,O=C(COC(=O)C1CC(=O)N(Cc2ccccc2)C1)Nc1ccc2c(c1)OCO2 (stereo not drawn)

Entries listed so far containing a Cl atom:
N370S GC,FEN1 inh,KAT2A inh,SMILES
-6.5%,-5.7%,-4.1%,CC(C)(C)n1nc2c(c1NC(=O)c1cc([N+](=O)[O-])ccc1Cl)CS(=O)(=O)C2
8.4%,9.2%,-4.1%,O=C(NCc1cccnc1)c1cccnc1Sc1ccc(Cl)cc1
-7.1%,2.6%,-7.3%,O=C(CCn1nc(-c2ccc(Cl)cc2)ccc1=O)N1CCOCC1

(next part)
N370S GC,FEN1 inh,KAT2A inh,SMILES
-1.2%,-2.4%,4.7%,COc1ccc(-n2c(-c3cc(-c4ccccc4)sc3N)n[nH]c2=S)cc1
4.6%,1.0%,-6.8%,Cc1ccc(C2(C)NC(=O)N(CC(=O)Nc3ccccc3N3CCCC3)C2=O)cc1 (stereo not drawn)
-12.5%,14.1%,-5.5%,CC1CC(C)CN(CCCNC(=O)C2CCN(c3nnc(-n4cccc4)s3)CC2)C1 (stereo not drawn)
·,-1.6%,-4.2%,Cc1nn(CC(=O)NCCc2ccccc2)c(=O)c2nn(-c3ccccc3)c(C)c12
9.3%,-3.1%,24.9%,O=C(O)c1cccc(S(=O)(=O)N(Cc2ccccc2)c2ccccc2Cl)c1
-18.7%,-10.6%,-8.0%,CN1CCN(c2ccc(C(=O)c3ccc(Br)cc3)cc2[N+](=O)[O-])CC1
1.0%,2.5%,-5.8%,NC(=S)N=Nc1c(O)n(CCCl)c2ccc(Br)cc12
-5.4%,5.9%,-5.9%,Cc1ccc(CNS(=O)(=O)CCNC(=O)c2ccccc2)cc1
4.1%,-25.1%,-2.3%,CCOC(=O)C1=C(C)OC(N)=C(C#N)C1c1cc(SCC)oc1C (stereo not drawn)
-11.6%,1.6%,34.3%[activator],Cc1ccccc1NC(=O)Cn1c(=O)sc2ccccc21
-1.5%,-9.7%,-14.8%,O=C(O)c1cc(-c2c[nH]c3ccccc23)nc2ccc3ccccc3c12
·,-2.3%,-1.5%,COc1ccc(NC(=O)CN(C)C2CCS(=O)(=O)C2)cc1 (stereo not drawn)
·,-4.7%,-3.5%,C[C@H](CO)N1C[C@H](C)[C@@H](CN(C)C(=O)Nc2ccc(C(F)(F)F)cc2)Oc2c(NC(=O)c3ccncc3)cccc2C1=O
-2.6%&-6.8%,?,·,COc1ccc(C2CC(c3ccccc3)Oc3cc(OC)ccc32)cc1 (stereo not drawn)
0.0%,-0.6%,-1.1%,CCc1cccc(CC)c1NC(=S)N1CCn2cccc2C1c1ccncc1 (stereo not drawn)
8.8%,-3.5%,-4.2%,O=C(O)c1nn(-c2ccccc2)nc1-c1nn(-c2ccccc2)nc1C(=O)O
0.4%,1.2%,-11.9%,Cc1ccccc1C(=O)N1CCC(C(=O)Nc2ccccn2)CC1
·,-16.3%,-8.0%,COc1ccccc1N1CCN(C(=O)CSc2nc3ccccc3nc2Cc2ccc(F)cc2)CC1
1.5%,-7.9%,-6.6%,CCc1nnc(NC(=O)CSc2nnc(-c3cccnc3)n2CCc2ccccc2)s1
2.6%,-5.9%,?,O=C(CCNS(=O)(=O)c1cccs1)NCc1cccs1
7.9%,0.5%,-2.7%,Cc1ccc(C2C3=C(CCCC3=O)OC3=C2C(=O)CCC3)cc1
-1.1%,19.5%,-9.5%,COc1ccc(-c2cc3c(=O)n(CC(=O)Nc4cccc(Cl)c4)nc(C)n3n2)cc1
-17.2%,-1.9%,-0.9%,COc1ccccc1-c1nc(SCc2ccccn2)n[nH]1
0.6%,9.7%,-2.2%,COc1ccc(/C=N/NC(=O)Cn2nc(C)c([N+](=O)[O-])c2C)cc1
2.9%,5.6%,-20.1%,CC1(C)CC(=O)C(C2C3=C(CC(C)(C)CC3=O)Oc3c(Br)cc(Br)cc32)=C(O)C1 (stereo not drawn)
-15.2%,-13.5%,-5.4%,O=C(Nc1cccnc1)c1ccc(Br)s1
-3.1%,-2.2%,-3.3%,CC1CCN(CC(=O)NNC(=O)c2cccc(Br)c2)CC1
16.7%,-9.4%,-4.3%,COc1ccc(CNn2c(-c3cccc(C)c3)nc3ccccc3c2=O)cc1OC
2.2%,-9.2%,0.7%,CNC(=S)N/N=C(\C)c1ccc(Cl)c(Cl)c1
-3.7%,17.1%,0.2%,Cc1nc(SCC2(C)CC2(Cl)Cl)n[nH]1 (stereo not drawn)

Results in FEN1 inh and KAT2A inh (two entries from above):
compound | FEN1 inh | KAT2A inh
CCc1nnc(NC(=O)CSc2nnc(-c3cccnc3)n2CCc2ccccc2)s1 | -7.9% | -6.6%
COc1ccc(CNn2c(-c3cccc(C)c3)nc3ccccc3c2=O)cc1OC | -9.4% | -4.3%

Further results follow.
N370S GC,FEN1 inh,KAT2A inh,SMILES
2.1%,-1.0%,1.8%,COc1ccc(Cl)c2sc(NC(=O)C3=COCCO3)nc12
·,11.2%,24.1%,CC(Oc1ccccc1)C(=O)Nc1ccccc1C(=O)OCc1cc(=O)n2nc(C3CC3)sc2n1 (stereo not drawn)
·,8.2%,-2.9%,CCn1c(=O)c2sccc2n2c(CCCC(=O)N3CCN(c4cc(Cl)ccc4C)CC3)nnc12
-3.2%,2.2%,1.2%,COc1cc(N(C)C)c(NC(C)=O)cc1C(=O)O
-21.0%,-10.6%,-2.8%,COc1ccccc1NS(=O)(=O)c1ccc2oc(SCC(C)=O)nc2c1
-28.4%,1.0%,-2.7%,CCn1c(SCC(=O)Nc2cc(OC)c(OC)c(OC)c2)nnc1-c1cccs1
·,-5.9%,-10.9%,CCOC(=O)N1CCN(Cc2nc3cc(NC(=O)c4ccc([N+](=O)[O-])cc4)ccc3n2C(C)C)CC1
2.2%,-4.9%,0.2%,COc1ccc([N+](=O)[O-])cc1COc1ccc2c(-c3ccccc3)cc(=O)oc2c1
-24.6%,1.9%,-4.0%,c1ccc(CN2CCC(N=C3NN=C(c4ccc5c(c4)OCCO5)CS3)CC2)cc1
0.3%,0.3%,-8.4%,CCOC(=O)c1c(-c2ccc(Cl)cc2)c(C#N)c(=O)n(N)c1N
-6.0%,-0.7%,-1.8%[0.501 µM],CC(NC(=O)CSc1nc2ccccc2n1CCC#N)c1ccc(F)cc1 (stereo not drawn)
5.5%,-1.4%,-3.3%,CCSc1nc(C)c(CCOc2cccc(C)c2)c(=O)[nH]1
4.0%,1.3%,-0.2%,O=C(OCN1C(=O)c2ccccc2C1=O)C1CCCCC1
14.5%,·,-27.9%,CN(C)C(=O)OC1=C(c2ccccc2)Sc2ccccc2-n2cccc21
3.6%,3.5%,46.6%[activator],Cn1c(SCC(=O)N2c3ccccc3CCc3ccccc32)nnc1-c1ccc(O)cc1
·,-0.9%,1.7%,CSCCC(NC(=O)c1cccc(C)c1)C(=O)NCc1cccs1 (stereo not drawn)
2.5%,-4.5%,2.9%,CCN(CCCNC(=O)CNC(=O)Cn1cnc2ccccc2c1=O)c1cccc(C)c1
-7.4%,-19.0%,-1.7%,Cc1ccc(CNS(=O)(=O)c2ccc3c(c2)N(C)CCO3)cc1
·,10.4%,2.7%,CCN(c1ccc(C)cc1)S(=O)(=O)c1nnc(NC(=O)c2cccs2)s1
-0.4%,2.0%,-0.9%,Cc1cc(NC(=O)COc2coc(CN3CCN(c4ccc(F)cc4)CC3)cc2=O)no1
-19.3%,-3.5%,-4.2%,CCN(CC)CCNCc1cc(Cl)ccc1OCc1ccccc1F
-7.9%,-1.5%,-18.9%,Cc1ccccc1NC(=O)Cn1cnc2c1c(=O)n(C)c(=O)n2C
-10.2%,12.4%,1.1%,CC(C)OC(=O)c1ccc(N2C(=O)C3CC=CCC3C2=O)cc1 (stereo not drawn)
9.3%,3.3%,2.7%,Cc1ccc(NC(=O)c2ccc(OC(=O)C(C)Oc3ccc(Cl)cc3C)cc2)cc1 (stereo not drawn)
3.9%,17.6%,-11.1%,CCOc1cc(S(=O)(=O)N2CCN(C(=O)c3ccco3)CC2)ccc1F
-1.4%,-9.3%,-2.7%,CC(=O)Nc1ccc(CC#N)cc1
-1.7%,-2.0%,0.0%,O=C(COC(=O)c1ccc(S(=O)(=O)NCc2ccco2)cc1)NC1CCCCC1
·,19.5%,-2.6%,O=C(Nc1cc(C(F)(F)F)ccc1Cl)c1cc(-c2cccs2)nc2ccccc12
